# Abeta yeast res = A-beta toxicity reversal in yeast; yeast expressing A-beta42, growth rescue, OD600, 48 h; response scale: 0% DMSO, 100% iron-clioquinol control; actives 0.063% (n = 410,000); Potency, µM (doses to about 46.1 µM), for inactives: top-dose growth rescue, actives largely listed as activators; further: potency means the concentration at half of the fitted maximal effect; nearly all actives have a fitted effect of over 55% in size
#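 Growth rescue measured by 600 nm absorbance after 48 h yeast culture at 30 C with compound. Values normalized between DMSO and an equimolar ferric chloride plus clioquinol control.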
# EPAC2 antag = blocks human EPAC2 exchange factor; EPAC2 GEF exchange of Rap1B-BODIPY-GDP, fluorescence; Potency, µM (titrated, usually from 114 µM), without a hit: at the top dose activity, negative = inhibition, actives largely listed as inhibitors; actives 0.18% (n = 360,000); AID 720708; further: potency means the concentration at half of the fitted maximal effect; on the % scale 0 is the no-effect control and ±100 the full control effect; nearly all actives have a fitted effect of over 45% in size; many of its hits are not listed in these tables
# EPAC2 ag = activates human EPAC2 exchange factor; AID 720711; Potency, µM (doses to about 154 µM), for the others: at the highest dose activation, hits mostly activators; EPAC2 activation, biochemical qHTS; response scale: 100% = 6.5 mM cAMP response; Q8WZA2; actives 0.079% (n = 360,000); further: potency means the concentration at half of the fitted maximal effect; nearly all actives have a fitted effect of over 50% in size
#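 Fluorescence exchange assay: 100 nM EPAC2 with 250 nM RAP1B-BODIPY-GDP and 50 uM GDP; compounds tested as a concentration-titration series (qHTS). Loss of Rap1-bound BODIPY-GDP fluorescence read at 480/540 nm; data normalized to 6.5 mM cAMP.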
# D3 ag = agonists of human D3 dopamine receptor; D3R DiscoveRx beta-arrestin cells, luminescence, 90 min; max activation, %; actives 0.58% (n = 410,000); AID 652048; in the data active means max activation above about 30%; further: 0% is about no effect; mostly tested at two doses, the higher about 12 µM
# Target sequence (P35462 whole entry, looked up): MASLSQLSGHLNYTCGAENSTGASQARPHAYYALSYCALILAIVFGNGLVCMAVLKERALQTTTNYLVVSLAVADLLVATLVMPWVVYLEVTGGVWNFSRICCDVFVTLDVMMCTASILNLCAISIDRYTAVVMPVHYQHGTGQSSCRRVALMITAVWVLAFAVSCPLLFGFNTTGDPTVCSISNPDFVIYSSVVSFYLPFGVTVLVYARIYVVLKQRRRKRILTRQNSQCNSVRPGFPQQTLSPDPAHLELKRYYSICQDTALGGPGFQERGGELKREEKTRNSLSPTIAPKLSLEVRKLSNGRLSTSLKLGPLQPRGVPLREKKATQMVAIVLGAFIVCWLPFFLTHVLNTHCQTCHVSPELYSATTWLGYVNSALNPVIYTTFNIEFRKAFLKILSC
#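 Agonist mode: compounds and dopamine controls were applied to plated cells for 90 min at 37 degrees C after an overnight attachment at 1500 cells/well. Luminescent read-out followed 30 - 60 minutes at room temperature with DiscoveRx detection reagent.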
# D3 antag = D3 dopamine receptor (human) antagonism; D3R cells, DiscoveRx beta-arrestin luminescence, antagonist mode; hits give low values; P35462; actives 2.5% (n = 360,000); max response, negative = inhibition, %; in the data active means max response below about -50%; inconclusive means no clear call, values can overlap the other calls; further: on the % scale 0 is the no-effect control and ±100 the full control effect; mostly tested at two doses, the higher about 12 µM
#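 Cells expressing the human receptor were seeded at 1500 cells/well, incubated overnight at 37 degrees C in 5% CO2, then exposed to library compounds with dopamine controls for 90 minutes at 37 degrees C before luminescent detection.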
# TDP43 rescue = inhibitors of TDP-43 toxicity in yeast | TDP-43 expressing yeast growth rescue, BacTiter-Glo, 24 h | Potency, µM (titrated, usually from 46.1 µM), without a hit: at the highest dose growth rescue (activation), most hits filed as activators | actives 1.8% (n = 410,000); further: potency means the concentration at half of the fitted maximal effect; % of control where 0% means no effect; nearly all actives have a fitted effect of over 50% in size
#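 In this qHTS, compounds that restore growth of yeast expressing TDP-43 appear as activators. Cells (OD600=0.02, galactose medium, raffinose-pregrown) are incubated with compound 24 hr at 30 deg C and growth is quantified by BacTiter-Glo.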
# aSyn yeast inh = alpha-synuclein toxicity inhibition in yeast | AID 652106 | Potency, µM (top dose mostly 46.1 µM), for inactives: at the top dose growth rescue (activation), hits mostly activators | Yeast expressing alpha-synuclein, growth rescue, BacTiter-Glo, 24 h | actives 0.14% (n = 370,000); further: potency means the concentration at half of the fitted maximal effect; % of control where 0% means no effect; nearly all actives have a fitted effect of over 65% in size
#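 Galactose-induced alpha-syn yeast (OD600=0.02, raffinose-pregrown) + pinned cpd, 24 hr, 30 deg C; growth by BacTiter-Glo luminescence. Growth restoration scores as activation.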
# FUS yeast rescue = FUS proteinopathy suppression in yeast. S. cerevisiae FUS-expressing, growth rescue, OD600, 24 h. Potency, µM (top dose mostly 76.6 µM), for inactives: at the highest dose growth rescue (activation), actives largely listed as activators. actives 0.24% (n = 390,000);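 further: potency means the concentration at half of the fitted maximal effect; plate controls were DMSO vehicle for no effect and reference control for full effect; nearly all actives have a fitted effect of over 55% in size; some results filed as inactive show a strong effect at the top dose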
#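 Toxicity suppression screen in FUS-yeast. Cells induced with 2% galactose, starting OD 0.005, treated 24hr at 30C with compounds at multiple final concentrations; growth by OD600.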
# Numbers without * were called inactive; ? = inconclusive; / = not tested or not shown; & = joins results of further samples; [ ] = remark or other dose. Unless noted, the call rests on the fitted dose curve; in most records, active means well fitted curve in the direction sought with a large enough effect; inconclusive means small, poorly fitted or top-dose-only effect, or another doubt; inactive means no such curve, though single readings can be large; an effect the other way counts as inactive or inconclusive. This is a subset; the hit share may differ from the screen's.
smiles	Abeta yeast res	EPAC2 antag	EPAC2 ag	D3 ag	D3 antag	TDP43 rescue	aSyn yeast inh	FUS yeast rescue
C[C@H]1COC(=O)[C@H](CC(=O)OC(C)(C)C)C/C=C\C[C@@H](CC(=O)N[C@@H](CO)Cc2ccccc2)C(=O)N1	-11%	2%	6%	7	-6	1%	1%	?
CCOC(=O)c1cnc2ccc(Cl)cc2c1N1CCN(C)CC1	-6%	6%	6%	-16	-15	-27%	-7%	2%
CCCCC[C@H](C)N1C[C@H](COCc2ccccc2)Oc2cc(N3CC[C@H](O)C3)ccc2S1(=O)=O	13%	?	-6%	8	26	0%	?	?
Cc1cccc(NC(=O)Nc2c(C)n(C)n(-c3ccccc3)c2=O)c1C	12%	-1%	0%	4	1	2%	-1%	12%
O=C(Nc1ccc2nc(-c3cccs3)c(-c3cccs3)nc2c1)N1CCOCC1	8%	-4%	18%	0	-16	-20%	1%	?
Cc1ccc(-c2nc(NCc3ccco3)c3ccccc3n2)cc1	-8%	-12%[57.1 µM]	11%	0	9	6%	-9%	3%
CC(C(=O)NCc1ccco1)n1ccc2cc(S(=O)(=O)N3CCCC3)ccc21 (stereo not given)	9%	12%	8%	3	19	1%	-2%	3%
O=C(COC(=O)c1ccc(S(=O)(=O)C(F)F)cc1)Nc1ccccc1C(=O)NC1CC1	-8%	-9%	-5%	1	44	19%	-1%	-13%
CC(C)(C)n1ncc2c(=O)n(CC(=O)Nc3ccc4c(c3)OCCO4)cnc21	-7%	-14%	3%[15.6 µM]	-4	2	-10%	3%	8%
COc1cc(OC)cc(C(=O)Nc2ccccc2-c2nnn(CC(=O)Nc3cc(C)on3)n2)c1	-2%	6%	6%	4	7	4%	-7%	-7%
CCN(Cc1ccccc1)S(=O)(=O)c1ccc(C(=O)N(CCCN(C)C)c2nc3cc(C)cc(C)c3s2)cc1	6%	2%	-2%	-4	-14	-2%	-27%	?
c1ccc(CN2CCOCCOCCOCC2)cc1	-11%	3%	8%	1	8	5%	1%	7%
CCn1c(SCC(=O)Nc2ccccc2OC)nc2ccccc2c1=O	-22%	-10%	23%	17	4	-15%	-6%	7%
Cc1ccc(N2N=C(c3ccc(F)cc3)CC2c2ccco2)cc1 (stereo not given)	1%	-28%	0%	0	5	17%	3%	-40%
COc1cc(S(=O)(=O)NCc2ccccn2)ccc1Cl	20%	0%	6%	3	6	23%	9%	-1%
Cc1ccc(-n2c(C)nnc2SCC(=O)NC2CC2)cc1	14%	1%	-1%	-7	8	7%	1%	-18%
c1cc(-n2nnc3cnccc32)ccn1	4%	-2%	6%	5	4	7%	2%	-6%
O=C(Nc1cccnc1)c1ccc(S(=O)(=O)c2ccc(Cl)cc2)cc1	16%	-3%	1%	9	12	8%	2%	22%
CCNc1nc2c(c(=O)n(Cc3ccccc3)c(=O)n2C)n1Cc1ccccc1	-16%	-10%[57.1 µM]	-8%	6	?	18%	3%	10%
CC(C)CN1C(=O)/C(=C(/C#N)C(=O)NC2CCCCC2)c2ccccc21	13%	1%	-3%	-2	21	/	2%	7%
COc1cccc(N2CCN(Cc3ccco3)CC2)c1	6%	5%	6%	0	-6	8%	2%	11%
COc1ccc(C(=O)Cc2cc3ccccc3oc2=O)cc1	8%	0%	3%	1	-2	23%	2%	-28%
Cc1ccccc1-c1ccc(/C=C2/SC(N3CCOCC3)=NC2=O)o1	11%	10%	-36%[inhibitor]	9	11	24%	10%	0%
Cc1c(C(=O)NCCc2ccccc2)oc2ccc(S(=O)(=O)N3CCC4(CC3)OCCO4)cc12	3%	-5%	5%	1	4	8%	1%	?
Cc1ccc(NS(=O)(=O)c2c(C)[nH]c(=O)[nH]c2=O)c(C)c1	-5%&-6%	0%	9%	3&4	2	2%&0%	-1%	-16%&-22%
COc1cc(C)ccc1OCC(=O)Nc1ccccc1N1CCOCC1	0%	-5%	1%	-5	3	4%	13%	/
Cc1nnc(N/N=C/c2ccco2)n1N	-15%	6%	-4%	1	3	9%	1%	-4%
CC(=O)c1cccc(NC(=O)COc2cc3oc(=O)c(CC(C)O)c(C)c3cc2Cl)c1 (stereo not given)	-5%	-10%	15%	4	2	?	2%	1%
O=C1CC(c2ccc(O)cc2)Oc2cc(O)cc(O)c21 (stereo not given)	-7%	1%	3%	4	6	9%	2%	-18%
C/C(CC(=O)Nc1ccc(F)cc1)=N\NC(=O)Cc1csc(N)n1	2%	24%	5%	2	2	-21%	3%	/
O=C(CSc1nc2ncccc2[nH]1)Nc1ccc2c(c1)OCCO2	3%	20%	10%	0	13	-14%	5%	-6%
CC(=O)Nc1ccc(S(=O)(=O)N[C@@H](C)C(=O)N(C)Cc2cccs2)cc1	19%	2%	7%	-4	12	14%	4%	-9%
CCCCNC(=O)C1CCN(S(=O)(=O)c2ccc3c(ccn3CC)c2)CC1	7%	/	/	5	/	13%	/	15%
COC(=O)c1cc(CSc2nc3ccccc3c(=O)n2C)oc1C	-4%	2%	12%	25	32	0%	7%	9%
C[C@@H]1CN([C@@H](C)CO)C(=O)CCCn2nncc2CO[C@@H]1CN(C)C(=O)Nc1ccccc1F	-4%	4%	-1%	4	13	0%	1%	-14%
COc1ccc(S(=O)(=O)N2CCOCC2)cc1NC(=O)Cc1c(F)cccc1Cl	6%	0%	4%	-11	-10	0%	1%	4%
O=C(C1CC(=O)N(c2ccccc2)C1)N1CCCCCC1 (stereo not given)	9%	-2%	4%	1	6	18%	2%	12%
COc1ccc(NC(=O)Nc2ccc(Br)cn2)cc1OC	11%	-13%	5%	-2	107	17%	5%	18%
Cc1cccc(C(=O)Nc2cc3c(cc2N2CCOCC2)n(C)c(=O)n3C)c1	-32%	/	/	-17	/	0%	/	-1%
O=C(CCNC(=O)c1ccccc1)NCCc1ccc(Cl)cc1	1%	1%	-5%	1	17	-6%	-7%	3%
CC(C)Sc1ncc(Cl)c(C(=O)Nc2c(C(=O)Nc3ccccc3)oc3ccccc23)n1	-10%	/	/	-1	/	0%	/	-3%
CC(Sc1nnnn1C)C(=O)Nc1cc(S(=O)(=O)N2CCCCC2)ccc1Cl (stereo not given)	-9%	14%	7%	4	19	19%	-5%	/
C1=Nc2c(Nc3ccccc3)ncnc2Oc2ccccc21	-3%	-19%	11%	-8	-21	?	-3%	?
CCOC(=O)c1cc(C)n(Cc2cccc(OC)c2OC)c1C	-34%[inhibitor]	-6%	9%	-3	-1	20µM*	-15%	14%
Nn1cc(-c2ccccc2)nc1SCC(=O)NC1CCS(=O)(=O)C1 (stereo not given)	8%	2%	-3%	-3	13	2%	-4%	10%
Cc1ccc(C(=O)/C=C\C(=O)c2ccc(C)cc2)cc1	-54%[inhibitor]	-2%	-2%	-4	1	15%	-5%	/
Cc1ccc(C(=O)N2CCN(S(=O)(=O)c3cc(Br)ccc3Br)CC2)o1	-1%	-6%	3%	11	6	20µM*	-33%[inhibitor]	18%
CC(=O)NCC(=O)OC(C)C(=O)Nc1ccc(C(C)=O)cc1 (stereo not given)	-4%	0%	3%	0	12	-1%	0%	4%
CN(CCCNC(=O)c1cccn2c(=O)c3ccccc3nc12)Cc1ccccc1	-10%	13%	3%	-57	-56*	-38%[inhibitor]	-8%	26%
C=CCN1C(=O)N(CC=C)c2cccc3cccc1c23	7%	?	14%	-2	2	?	11%	15%

# (next part)
smiles	Abeta yeast res	EPAC2 antag	EPAC2 ag	D3 ag	D3 antag	TDP43 rescue	aSyn yeast inh	FUS yeast rescue
Cn1c(CC(=O)Nc2ccccc2)nnc1SCC(=O)c1ccccc1	-8%	4%	4%	-1	0	13%	6%	-8%
Cc1cc(C)c(-c2cc(C(=O)Nc3c(C)n(C)n(-c4ccccc4)c3=O)[nH]n2)c(O)c1	15%	9%	3%	-2	-11	0%	-4%	3%
Nc1ccc(C23CC4CC(CC(CO)(C4)C2)C3)cc1	13%	8%	1%	1	13	9%	-5%	1%
COc1ccccc1C1/C(=C(/O)c2ccc(OC(C)C)cc2)C(=O)C(=O)N1c1cc(C)on1 (stereo not given)	-26%	-1%	-2%	6	-20	1%	14%	20µM*
CC1CCC(NC(=O)c2cccc(S(=O)(=O)NCc3ccccc3)c2)CC1 (stereo not given)	14%	2%	8%	-10	-16	?	2%	6%
COc1cccc(CNC(C)(C)CO)c1OCc1ccc(Cl)cc1	2%	0%	2%	5	1	11%	3%	-20%
Cc1ccc(S(=O)(=O)Oc2cccc(/C=N/n3cnnc3)c2)cc1	-3%	3%	5%	0	11	-15%	-2%	/
CC1=C(C(=O)N(C(C)C)C(C)C)CC(CC(=O)NC2CC2)C(=O)N1CCC1=CCCCC1 (stereo not given)	-7%	0%	-3%	1	8	11%	-5%	-14%
CCCSc1nnc2c(n1)OC(c1cccs1)Nc1ccc(Br)cc1-2 (stereo not given)	-1%	/	/	9	/	8%	/	17%
Cc1cc(-n2nc3ccccc3n2)c(O)c([N+](=O)[O-])c1	1%	-1%	10%	-5	-25	0%	5%	-15%
Cc1cccc(C(=O)N2CCCC(N3CCN(c4ccccc4F)CC3)C2)n1 (stereo not given)	14%	-5%	-4%	9	11	18%	7%	0%
O=C(CN1CCOCC1)Nc1cc([N+](=O)[O-])ccc1Cl	-20%	-4%	13%	3	6	-17%	2%	-2%
NS(=O)(=O)c1ccc(CCNS(=O)(=O)c2ccc(Cl)cc2)cc1	-1%	2%	18%	-10	0	-7%	-1%	-28%
O=C(CSc1nc2ccccc2c(=O)n1CCCN1CCOCC1)NC12CC3CC(CC(C3)C1)C2	6%	-11%	1%	0	1	7%	0%	-1%

# Complete entries as entered above.
# Record of `COc1cccc(CNC(C)(C)CO)c1OCc1ccc(Cl)cc1` → Abeta yeast res = 2%; EPAC2 antag = 0%; EPAC2 ag = 2%; D3 ag = 5; D3 antag = 1; TDP43 rescue = 11%; aSyn yeast inh = 3%; FUS yeast rescue = -20%
# Record of `O=C(CSc1nc2ccccc2c(=O)n1CCCN1CCOCC1)NC12CC3CC(CC(C3)C1)C2` → Abeta yeast res = 6%; EPAC2 antag = -11%; EPAC2 ag = 1%; D3 ag = 0; D3 antag = 1; TDP43 rescue = 7%; aSyn yeast inh = 0%; FUS yeast rescue = -1%
